High-throughput results deposited in PubChem by National Center for Advancing Translational Sciences (NCATS).
D1 antag: Antagonist of Human D 1 Dopamine Receptor: qHTS. D(1A) dopamine receptor (Homo sapiens), P21728. HEK293 TREx D1 cells, calcium flux, dopamine EC80; active compounds read low. AID 504652, 2011. activity change, negative = inhibition, % at 10 µM. 360,000 tested, 3.2% active; in the data active = activity change below about -30%; also: % is scaled to controls: 0 for no effect and ±100 for the full control effect
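Using tetracycline-induced force-coupled D1 Hek293 cells and a calcium dye, signals were followed for 180 s after compound, then for 180 s after EC80 dopamine, to detect inhibitors.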
RXFP1 antag: qHTS Assay for Antagonists of the Relaxin Receptor RXFP1; AID 1259400, 2018; Relaxin receptor 1 (Homo sapiens), Q9HBX9; 350,000 tested, 0.59% active; HEK293-RXFP1, relaxin-stimulated cAMP HTRF, 30 min; active compounds read low; activity change, negative = inhibition, % at 57.5 µM;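 active = activity change of -60% or lower, but not beyond a set lower limit; inconclusive = change between -60% and -40%, or beyond the set limit; inactive = change above -40%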; also: % is scaled to controls: 0 for no effect and ±100 for the full control effect
RXFP1 ag: qHTS Assay for Agonists of the Relaxin Receptor RXFP1; Relaxin receptor 1 (Homo sapiens), Q9HBX9; HEK293T-RXFP1 cAMP TR-FRET, 30 min; response scale: percent of porcine relaxin response, buffer zero; Potency, µM (highest dose often 57.5 µM), for the others: at the top dose activation, most hits filed as activators; 370,000 tested, 0.3% active; also: potency is read from the fitted curve at half-maximal effect; % is scaled to controls: 0 for no effect and ±100 for the full control effect; nearly all actives have a fitted effect of over 60% in size; many of its hits are not listed in these tables
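Agonist response is measured as cAMP accumulation in an RXFP1-transfected HEK293T line under PDE4 inhibition. Values are scaled between buffer-only and 29 nM porcine relaxin, and EC50s come from standard Hill equation fits.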
D1 PAM: Potentiators of Human D1 Dopamine Receptor: qHTS. HEK293 TREx D1 cells, calcium flux, dopamine EC20 potentiation. potentiation, % at 10 µM. D(1A) dopamine receptor (Homo sapiens), P21728. 360,000 tested, 0.036% active. AID 504651, 2011; in the data active = potentiation above about 30%; also: 0% is about no effect
Vif-APOBEC3F blk: qHTS for Inhibitors of Vif-A3F Interactions: qHTS; HeLa A3F-eYFP + Vif (tagged APOBEC3F with the HIV-1 protein that degrades it), YFP fluorescence increase; Potency, µM (titrated, usually from 46.1 µM), without a hit: top-dose activity, negative = active; 390,000 tested, 0.2% active; also: potency is read from the fitted curve at half-maximal effect; % of control where 0% means no effect; nearly all actives have a fitted effect of over 65% in size
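Fluorescence increase (Ex 488/Em 500-530) after overnight compound treatment at 37 deg C flags inhibition of Vif-driven A3F-eYFP loss in stable HeLa A3F-eYFP/Vif cells seeded overnight beforehand.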
Vif-APOBEC3G blk: qHTS for Inhibitors of Vif-A3G Interactions: qHTS | HeLa A3G-eYFP + Vif (tagged APOBEC3G with the HIV-1 protein that degrades it), YFP fluorescence, overnight | Potency, µM (titrated, usually from 46.1 µM), for inactives: top-dose activity, negative = active, actives largely listed as inhibitors | 410,000 tested, 0.076% active;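 also: potency is read from the fitted curve at half-maximal effect; % is scaled to controls: 0 for no effect and ±100 for the full control effect; nearly all actives have a fitted effect of over 60% in size; hits raise eYFP signal because A3G escapes Vif-driven loss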
Target sequence (Q9HC16 whole entry, looked up): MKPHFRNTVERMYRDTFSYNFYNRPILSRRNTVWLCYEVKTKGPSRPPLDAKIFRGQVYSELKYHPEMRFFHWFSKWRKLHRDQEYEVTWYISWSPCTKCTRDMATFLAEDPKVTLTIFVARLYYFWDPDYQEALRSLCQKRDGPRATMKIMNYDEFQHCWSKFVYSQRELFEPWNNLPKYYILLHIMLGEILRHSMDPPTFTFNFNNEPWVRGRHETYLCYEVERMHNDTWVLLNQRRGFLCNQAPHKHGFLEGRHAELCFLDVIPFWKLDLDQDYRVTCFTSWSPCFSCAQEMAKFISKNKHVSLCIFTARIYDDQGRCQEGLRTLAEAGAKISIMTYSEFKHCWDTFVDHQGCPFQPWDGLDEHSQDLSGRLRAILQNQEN
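HeLa cells stably expressing Vif and C-terminally eYFP-tagged A3G, seeded overnight at 37 deg C, then exposed to compound by pintool overnight at 37 deg C. Rise in yellow fluorescence (Ex 488/Em 500-530, Acumen) marks blocked Vif-driven A3G degradation.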
D1 ag: Allosteric Agonists of the Human D1 Dopamine Receptor: qHTS | AID 504660, 2011 | activation, % at 2 µM | HEK293 T-REx D1 cells, calcium flux, agonist mode | 360,000 tested, 1% active | D(1A) dopamine receptor (Homo sapiens), P21728; in the data active = activation above about 30%; also: 0% is about no effect
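Tetracycline-induced HEK293 TREx D1 cells, force-coupled to calcium signalling, were dye-loaded with a no-wash calcium kit. Compound was pin-added after a 10 s baseline. Fluorescence was read kinetically at 1 cycle/s for 180 s, with calcium rises flagged as agonism.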
GRP78 ERSR act: qHTS for Inducers of the Endoplasmic Reticulum Stress Response (ERSR) in Human Glioma: qHTS | 420,000 tested, 0.02% active | Potency, µM, for inactives: at the highest dose activation, actives largely listed as activators | U87-MG GRP78 promoter luciferase reporter, 16 h; also: potency is read from the fitted curve at half-maximal effect; series mostly up to about 76 µM; % of control where 0% means no effect; nearly all actives have a fitted effect of over 35% in size
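Stably transfected U87-MG human glioma cells carrying a GRP78-based luminescent sensor were seeded at 1000 cells/well, pin-dosed with compounds and incubated 16 h. Luciferase reagent was then added, and end-point luminescence was read after 10 min at room temperature.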
D2 PAM: HTS Assay for Positive Allosteric Modulators of the Human D2 Dopamine Receptor: Primary Screen for Potentiators | HEK293 T-REx D2, calcium flux, EC20 dopamine potentiation | potentiation, % at 10 µM | 340,000 tested, 0.34% active | AID 485347, 2010;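 active = potentiation over 3 SD above the plate norm, cut at about 30% in these data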; also: 0% is about no effect
Target sequence (P14416 whole entry, looked up): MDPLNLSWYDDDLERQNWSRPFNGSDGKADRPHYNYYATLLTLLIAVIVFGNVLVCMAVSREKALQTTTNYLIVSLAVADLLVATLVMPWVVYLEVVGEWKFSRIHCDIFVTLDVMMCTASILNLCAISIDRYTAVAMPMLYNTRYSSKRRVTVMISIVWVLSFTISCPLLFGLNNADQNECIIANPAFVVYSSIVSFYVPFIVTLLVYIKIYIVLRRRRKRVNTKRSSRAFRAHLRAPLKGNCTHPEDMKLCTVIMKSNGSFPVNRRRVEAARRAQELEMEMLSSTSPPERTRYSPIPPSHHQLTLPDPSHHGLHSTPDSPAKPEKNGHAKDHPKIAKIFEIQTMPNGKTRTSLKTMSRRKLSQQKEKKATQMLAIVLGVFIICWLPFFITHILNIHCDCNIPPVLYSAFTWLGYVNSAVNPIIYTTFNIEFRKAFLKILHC
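Tetracycline-induced HEK293 T-REx cells force-coupled to calcium signalling expressed D2; compounds were pin-added after a 10 s baseline, read kinetically 180 s, then an EC20 dopamine challenge followed with a further 180 s calcium read.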
An asterisk follows results filed as active; ? = inconclusive; nt = no result given. Unless noted, calls follow the shape of the dose curve; as a rule, active = well fitted curve in the direction sought with a large enough effect; inconclusive = small, poorly fitted or top-dose-only effect, or another doubt; inactive = no such curve, though single readings can be large; an effect the other way counts as inactive or inconclusive.

SMILES	D1 antag	RXFP1 antag	RXFP1 ag	D1 PAM	Vif-APOBEC3F blk	Vif-APOBEC3G blk	D1 ag	GRP78 ERSR act	D2 PAM
N#CC(C#N)=c1ccc2c(c1)N1C3=C(CCCC3)CC3CCCCC31N=2 (configuration not stated)	1	6	-11%	-7	?	?	1	-9%	6
COc1ccc(C(CNC(=O)c2oc3ccc(F)cc3c2C)N2CCCCC2)cc1 (configuration not stated)	-5	?	0.0%	0	-5%	1%	4	-4%	-30
O=C(NCCc1ccccc1)c1n[nH]c(=O)c2ccccc12	6	2	-0.5%	-3	5%	-7%	-1	2%	nt
COc1ccc(C(=O)C2CCN(CC(=O)NCc3ccccc3)CC2)cc1	-6	2	0.1%	-1	-6%	0%	5	-3%	-7
COc1ccc(-c2nnc(SCC(=O)NC3CCCC3)nc2-c2ccc(OC)c(OC)c2)cc1OC	-7	-70*	-0.4%	2	6%	-8%	1	1%	7
COc1ccc(/C=C(\C#N)C(=O)NCCCn2ccnc2)cc1	-2	-1	0.3%	8	7%	-7%	1	-5%	-6
CCOc1cc(NC(=S)NCC2CCCO2)c(OCC)cc1NC(=O)c1ccccc1F (configuration not stated)	4	-6	0.3%	0	4%	6%	1	3%	-6
CCc1ccc(NC(=O)C2CCCN(S(=O)(=O)c3cccs3)C2)cc1 (configuration not stated)	-7	-13	1.8%	2	3%	-2%	3	-6%	16
COc1ccc(-c2cc3c(=O)n(CC(=O)NCCCN4CCC(N5CCCCC5)CC4)nc(C)n3n2)cc1	20	5	1.4%	1	-3%	3%	2	4%	nt
COc1ccccc1CCNC(=O)c1csc2c1CCCC2	-23	-27	1.9%	-2	1%	4%	2	0%	5
O=C(NN=Cc1ccc2c(c1)CCN2)c1cccs1	nt	-1	nt	nt	-7%	-7%	nt	-5%	nt
COc1ccccc1N(CC(=O)NC1CCCC1)C(=O)CCC(=O)Nc1cc(C)on1	0	-12	2.2%	-3	3%	-2%	3	-3%	-1
O/N=C1\CCCc2oc3c(c21)CCCC3	-8	-9	-0.8%	6	-1%	-1%	14	-7%	12
CCOC(=O)c1sc(-n2[nH]c(C)cc2=O)nc1C	-8	-8	0.1%	-9	-2%	-1%	3	-2%	-1
CCOc1ccc(S(=O)(=O)c2cn(Cc3ccccc3C)c3ccc(OC)cc3c2=O)cc1	33	-11	1.9%	1	3%	-10%	15	-4%	-5
COc1ccccc1/C=C/C(=O)N1CCOCC1	-12	-3	0.6%	0	5%	1%	1	-1%	-4
Cc1nn(C)cc1/C=N/NC(=O)c1sc2ccccc2c1Cl	-1	-67*	-0.2%	-2	nt	-20%	2	0%	-2
CCCCN(C(=O)CCC(=O)Nc1cc(C)on1)C(C(=O)NC1CCCC1)c1ccc(OCC)cc1 (configuration not stated)	-8	15	-2.4%	nt	7%	1%	3	-2%	6
CC1(C)CC(NS(=O)(=O)c2ccccc2)CC(C)(C)N1	-6	2	0.9%	4	-9%	1%	7	2%	8
O=C1CCN(C(=O)c2ccccc2)c2ccccc21	nt	-3	nt	nt	0%	-11%	nt	1%	nt
Cc1cc(NC(=O)c2ccc(C(C)(C)C)cc2)no1	nt	-18	nt	nt	0%	0%	nt	-5%	nt
COC(=O)c1cccc(NC(=O)c2nn(C(C)C)c(=O)c3ccccc23)c1	5	-13	4.8%	6	-2%	-1%	1	-1%	15
CN(C)C(=O)/C(C#N)=C\c1cc(Br)c(Sc2ccc(Cl)cc2)o1	1	?	2.4%	-1	6%	-13%	6	-4%	2
CCOC(=O)c1ccc(NC(=O)c2cc(=O)c3cc(CC)ccc3o2)cc1	-5	1	-1.1%	1	1%	0%	0	2%	-10
COc1cccc(-c2csc(N3CCN(C(=S)Nc4ccccc4Cl)CC3)n2)c1	-24	-11	4.2%	-8	-11%	2%	2	4%	6
O=C(CSc1nnc(NC(=O)c2c(F)cccc2F)s1)NCc1ccc(F)cc1	28	-9	-0.4%	3	-9%	-13%	1	-2%	-22
Cn1nc(-c2ccccc2)c(CN2CCN(c3ncccn3)CC2)c1Cl	15	0	-0.7%	6	4%	-6%	0	-1%	5
O=C(C1=C[C@@H](C2CCCCC2)C[C@@H](OCCCCO)O1)N1CCN(Cc2ccccc2)CC1	11	nt	-1.1%	4	5%	-12%	-1	-6%	12
Cc1ccccc1CSCC(=O)Nc1ccccc1Br	-10	-3	-4.5%	-4	0%	1%	3	-1%	-13
Cc1ccc(S(=O)(=O)N2CCN(C(=O)CNC(=O)c3ccc(Br)o3)CC2)cc1	-11	3	0.1%	-6	1%	-3%	1	-4%	0
O=C(CC(CC(=O)c1ccccc1)c1ccccc1)c1ccccc1	-24	-11	2.0%	-7	-4%	-2%	9	-1%	12
C=CCN=C1S/C(=C\c2ccc(Cl)cc2)C(=O)N1CC=C	-22	-34	3.7%	-6	-29%	-5%	4	1%	-4
CCOC(=O)CN(c1ccccn1)S(=O)(=O)c1ccc(OC)cc1	-20	-20	2.7%	-1	-1%	0%	0	-4%	8
Cc1ccc(N2CC(O)=C(c3nc4ccccc4c(=O)[nH]3)C2=N)cc1C	35	8	3.3%	-5	9%	0%	5	-4%	5
CCn1cc(C(=O)Nc2ccc3c(c2)OCCO3)c2cc(OC)c(OC)cc2c1=O	-2	nt	0.4%	4	-8%	-6%	0	-6%	3
Cc1ccc(C(CNC(=O)Nc2ccc(Cl)cc2)N2CCN(C)CC2)cc1 (configuration not stated)	-44*	-84*	-2.7%	-14	-2%	0%	6	-4%	-13
COc1ccc(N2CCN(C(CNC(C)=O)c3ccc4c(c3)OCO4)CC2)cc1 (configuration not stated)	5	10	-1.7%	2	-5%	-1%	3	-1%	6
O=C(NCCOc1ccccc1)C1CCCN1C(=O)c1cccs1 (configuration not stated)	-14	10	0.4%	-4	-8%	5%	4	-1%	14
O=C(N/N=C/c1cccnc1)c1ccccc1OCc1ccc(Br)cc1	3	3	1.4%	2	-9%	-6%	5	-2%	8
CCOC(=O)c1sc(=S)n(C)c1N	-33*	-22	2.7%	-7	-9%	-2%	2	-2%	3
O=C(COc1ccc([N+](=O)[O-])cc1)Nc1ccccc1C(=O)NC1CC1	-5	26	-0.1%	-2	-30%	-4%	2	2%	-5
COCNc1nc(OCC#N)nc(N(C)C)n1	-6	-12	3.5%	-3	-9%	0%	3	-3%	-11
CC(=O)c1cccc(CN2CCc3ccc(NC(=O)C4CCCO4)cc3C2)c1 (configuration not stated)	-12	-5	-3.2%	0	5%	-8%	4	-2%	-11
CC(C)(Cc1ccc(O)cc1)NC(=O)CC(=O)N=Nc1c(O)[nH]c2cc(Br)ccc12	7	6	0.9%	-3	1%	-4%	1	-2%	nt
CC1CN(C(=O)COC(=O)/C=C/c2ccc(C(F)(F)F)cc2)CC(C)O1 (configuration not stated)	-15	-2	-1.3%	-3	-8%	-5%	9	-3%	-9

Reprinted from the part before: three entries, followed by the next part.
SMILES	D1 antag	RXFP1 antag	RXFP1 ag	D1 PAM	Vif-APOBEC3F blk	Vif-APOBEC3G blk	D1 ag	GRP78 ERSR act	D2 PAM
CC(=O)c1cccc(CN2CCc3ccc(NC(=O)C4CCCO4)cc3C2)c1 (configuration not stated)	-12	-5	-3.2%	0	5%	-8%	4	-2%	-11
CC(C)(Cc1ccc(O)cc1)NC(=O)CC(=O)N=Nc1c(O)[nH]c2cc(Br)ccc12	7	6	0.9%	-3	1%	-4%	1	-2%	nt
CC1CN(C(=O)COC(=O)/C=C/c2ccc(C(F)(F)F)cc2)CC(C)O1 (configuration not stated)	-15	-2	-1.3%	-3	-8%	-5%	9	-3%	-9
CC(=O)Nc1ccc(-c2cc(-c3ccc(NC(C)=O)cc3)nc(-c3ccccc3)n2)cc1	10	-7	23%	-4	3%	1%	3	-4%	-1
CCOc1ccc(Cl)cc1S(=O)(=O)N1CCN(c2ccc(F)cc2)CC1	-10	0	-0.5%	4	-3%	1%	1	-5%	-8
COc1ccc(C(=O)OCc2nnc(-c3ccccc3)o2)cc1S(=O)(=O)N1CCOCC1	-25	-2	0.6%	-2	3%	-6%	5	5%	-14
Fc1ccccc1N1CCN(Cc2nnc(-c3ccc4c(c3)OCO4)o2)CC1	-6	-13	3.1%	-3	3%	0%	7	-1%	-11
COCCN=C(NS(=O)(=O)c1cccs1)c1ccccc1Cl	nt	6	nt	nt	-20%	-2%	nt	-3%	nt
COc1ccc2[nH]c(C(=O)NCCCn3ccnc3)cc2c1	-2	-10	1.2%	2	8%	0%	4	-3%	-6
O=C(Cn1c(=O)oc2cc(S(=O)(=O)N3CCCCC3)ccc21)N1CCc2ccccc2C1	-3	nt	0.2%	nt	-4%	2%	2	-4%	2
O=C(CN1CCCCC1)Nc1cccc2c1OCO2	23	9	-0.2%	-1	-21%	-1%	-2	4%	nt
O=C(COC(=O)CCSc1ccccc1Cl)NCc1ccco1	nt	-1	1.4%	-8	0%	-3%	-1	-4%	-3
CCOC(=O)c1c(NC(=O)CSc2nnc(Cc3ccccc3)o2)sc(C)c1C	6	4	-4.9%	-3	2%	0%	5	-3%	3
c1ccc(Cc2nc3ccccc3n2Cc2ccccc2)cc1	-6	-5	-0.2%	6	-1%	0%	4	-3%	8
COc1ccc(C(=O)NC(C)c2cnn(-c3ccccn3)c2C)o1 (configuration not stated)	-1	-1	1.7%	-1	1%	-3%	7	4%	1
CN(CCO)c1ccc([N+](=O)[O-])cc1C(=O)O	-3	7	0.0%	-2	nt	0%	2	-4%	0
N#Cc1ccc(CN2CCN(C(=O)C3CC(=O)N(c4ccc5c(c4)OCCO5)C3)CC2)cc1 (configuration not stated)	nt	-2	nt	nt	0%	0%	nt	-3%	nt

These rows are one share of the data. The share of hits here may be higher or lower than overall.
